# Furin inhibitor – inhibitors of human furin | purified furin, fluorogenic substrate cleavage | 220,000 tested, 0.061% active | P09958 | inhibition, % at 30 µM; in the data active = inhibition above about 25%; note: inactives centre near -15
# PERK inhibitor – inhibitors of human PERK kinase; Q9NZJ5; CHO PERK-DD fusion, SEAP luminescence translation reporter; inhibition, % at 5.6 µM; 220,000 tested, 0.17% active; AID 1416;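 active = inhibition above the mean inhibition of all tested compounds plus 3 SD, set separately per screening campaign, cut at about 2.9% in these data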;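 note: PERK kinase domain activated by AP20187 dimerizer at 100 nM; 0% = DMSO with dimerizer and 100% = rapamycin at 8.4 µM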
# Rad51 HR inh – blocks human Rad51 in homologous recombination | inhibition, % at 10 µM | hRad51 DNA strand exchange, fluorescence dequenching | Q06609 | 200,000 tested, 0.085% active;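 active = inhibition above 40% at the single screening dose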;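 note: 0% = DMSO control wells and 100% = blanks with heterologous ssDNA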
#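 Assay system: Human Rad51 nucleoprotein filaments preassembled on unlabelled ssDNA | Reagent: Donor/quencher-labelled 47-bp dsDNA substrate | Doses: One concentration, 10 µM final | Times: 37 °C 15-min filament assembly, 30-min compound preincubation, 15-min exchange | Technique: Fluorescein emission 520 nm, excitation 485 nm | Benchmarks: Plate control and blank wells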
# m-calpain inh – blocks pig calpain II enzyme activity; inhibition, % at 16 µM; 220,000 tested, 0.37% active; purified calpain II, fluorogenic peptide substrate, 30 min;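 active = inhibition above about 50%, limit read from the data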
# thrombin 1536 – thrombin (human) inhibition | 220,000 tested, 0.26% active | alpha-thrombin, Boc-VPR-AMC fluorogenic substrate cleavage | AID 1046 | inhibition, % at 5 µM;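 active = inhibition at or above 40%; inactive = inhibition below 40%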;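 note: 0% = enzyme with no compound and 100% = wells without enzyme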
#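 Test system: human alpha-thrombin; medium: pH 7.5 Tris-saline with Tween 20; times: reaction at room temperature; signal: AMC fluorescence at 355 nm excitation and 460 nm emission; also added: Boc-VPR-AMC substrate, 15 µM final; dosing: one concentration per compound, 5 µM, with 0.2% DMSO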
# FXIIa inh – inhibitors of human coagulation factor XIIa | P00748 | purified FXIIa, Boc-QGR-AMC fluorogenic substrate, 2 h | inhibition, % at 5 µM | 220,000 tested, 0.3% active; in the data active = inhibition above about 40%;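 note: 0% = enzyme with no compound and 100% = blank without enzyme; many of its hits are not listed in these tables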
# KLK5 inh – blocks human kallikrein 5 protease activity; AID 873; 210,000 tested, 0.59% active; recombinant hK5, fluorogenic AMC substrate cleavage; inhibition, % at 5 µM; Q9Y337;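 active = inhibition of 40% or more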;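 note: 0% = enzyme controls without compound and 100% = no-enzyme blanks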
# Target sequence (Q9Y337 67-293 limits assumed): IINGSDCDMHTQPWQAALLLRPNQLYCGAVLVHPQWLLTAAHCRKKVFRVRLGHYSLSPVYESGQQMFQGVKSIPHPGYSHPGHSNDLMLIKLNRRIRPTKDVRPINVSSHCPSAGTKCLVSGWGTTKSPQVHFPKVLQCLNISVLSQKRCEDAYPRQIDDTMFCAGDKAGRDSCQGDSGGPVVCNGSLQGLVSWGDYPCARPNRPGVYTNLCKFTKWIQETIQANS
# FXIa inh – inhibitors of human coagulation factor XIa; P03951; purified FXIa, Boc-Glu-Ala-Arg-AMC fluorogenic substrate; inhibition, % at 5 µM; 220,000 tested, 0.14% active; AID 798;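 active = inhibition of at least 40%; inactive = inhibition below 40%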;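 note: fluorescence of freed AMC excited at 355 nm; 0% = enzyme without compound and 100% = no enzyme blank; many of its hits are not listed in these tables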
# Target sequence (P03951 19-387 limits assumed): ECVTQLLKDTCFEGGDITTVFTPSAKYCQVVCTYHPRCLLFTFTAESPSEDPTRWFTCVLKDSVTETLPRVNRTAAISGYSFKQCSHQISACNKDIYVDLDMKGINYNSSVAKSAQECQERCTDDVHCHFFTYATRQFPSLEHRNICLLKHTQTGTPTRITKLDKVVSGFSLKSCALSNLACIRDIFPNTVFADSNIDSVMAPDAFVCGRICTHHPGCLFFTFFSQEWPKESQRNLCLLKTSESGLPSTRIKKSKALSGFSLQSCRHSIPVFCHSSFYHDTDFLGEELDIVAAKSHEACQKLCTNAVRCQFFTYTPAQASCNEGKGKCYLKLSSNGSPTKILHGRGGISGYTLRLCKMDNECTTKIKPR
# Target sequence (P03951 388-625 limits assumed): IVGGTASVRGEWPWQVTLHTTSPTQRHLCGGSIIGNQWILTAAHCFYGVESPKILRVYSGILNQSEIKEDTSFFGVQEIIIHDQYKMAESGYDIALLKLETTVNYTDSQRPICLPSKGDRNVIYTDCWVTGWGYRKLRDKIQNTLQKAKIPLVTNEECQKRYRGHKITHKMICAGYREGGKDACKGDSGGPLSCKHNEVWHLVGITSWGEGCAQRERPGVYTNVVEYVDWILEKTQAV
# KCC2 mod – modulates chloride dependent transport by human KCC2 | B-score of Tl+ flux slope (higher = more flux/activation; lower = inhibition) at 10 µM | 190,000 tested, 2.2% active | Q9H2X9 | KCC2 cells, thallium flux FluoZin-2 fluorescence | AID 1456;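 active = thallium flux slope and its plate-corrected score both differing from the plate sample mean at a set confidence after two filtering rounds, in either direction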;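 note: slope of fluorescence scaled to starting intensity during 10 to 20 s after thallium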
# Active calls of the source: *; / = no result given; [ ] = another dose, or the depositor's remark. Not all compounds are listed; the hit share may differ from the screen's.
SMILES,Furin inhibitor,PERK inhibitor,Rad51 HR inh,m-calpain inh,thrombin 1536,FXIIa inh,KLK5 inh,FXIa inh,KCC2 mod
CC(C)(C)NC(=O)NC(=O)CN1CCN(S(=O)(=O)c2ccccc2)CC1,-33,1.1,/,-21,1,9,1,1,0.13
Cc1cc(C)n2nc(C(=O)N/N=C/C=C/c3ccccc3)nc2n1,7,0.5,16,-6,-3,3,1,-2,0.43
COc1ccc(NC(=O)c2ccccc2NC(=O)COc2ccccc2)cc1,-7[20 µM],-0.1,-8,18,2,11,-8,-8,-0.019
CCOC(=O)N1CCN(Cc2nc(Cc3cccc(F)c3)no2)CC1,-37,1.1,16,10,2,12,/,4,1.7
CCOc1ccc(-c2onc(C(F)(F)F)c2-c2cscn2)c(O)c1,0[20 µM],-0.3,4,11,-7,1,-5,-1,-2
O=C(CSc1nnc(C2COc3ccccc3O2)o1)Nc1ccc(F)cc1Cl (stereo unspecified),-10,-0.4,5,-10,/,6,0,4,-0.45
CCOc1cc(CNCc2ccccn2)ccc1OCC(=O)NC1CCCCC1,-12[20 µM],-1.8,-6,-20,-18,-2,5,3,0.78
Fc1cccc(F)c1CSc1nc2ccccc2[nH]1,-22[20 µM],0.7,11,-1,4,18,4,5,-0.68
O=C(Nc1nnc(-c2cccs2)o1)c1cc(-c2ccccc2)nc2ccccc12,-11,0.1,/,-59,3,15,-72,6,68*
O/N=C/c1ccccc1OCc1ccccc1Cl,-15,1.7,11,8,-7,3,-3,-2,/
O=C1c2ccccc2C(=O)N1CCc1c[nH]c2ccc(O)cc12,-26,1.0,3,-28,-10,5,-2,-5,0.013
CCn1c(N)c(C(=O)N2CCOCC2)sc1=S,17,0.4,-13,15,-3,1,-3,-11,1.1
O=C(c1ccc(-c2ccccc2)c(F)c1)C1CCCN(C(=O)c2cncs2)C1 (stereo unspecified),-17,2.6,12,23,2,5,/,2,/
COc1ccc(CCn2nnnc2C(C(C)C)N2CCN(c3ncccn3)CC2)cc1OC (stereo unspecified),-15,-1.2,/,-13,-1,11,-3,1,-0.54
Cn1nnc2cc(C(=O)N3CCCCCC3)ccc21,-11[20 µM],0.7,1,-7,-5,0,2,-2,-0.0074

# Complete entries, looked up by structure. Values in the order: Furin inhibitor, PERK inhibitor, Rad51 HR inh, m-calpain inh, thrombin 1536, FXIIa inh, KLK5 inh, FXIa inh, KCC2 mod
# O=C(Nc1nnc(-c2cccs2)o1)c1cc(-c2ccccc2)nc2ccccc12 as listed: -11, 0.1, /, -59, 3, 15, -72, 6, 68*
# Cc1cc(C)n2nc(C(=O)N/N=C/C=C/c3ccccc3)nc2n1 as listed: 7, 0.5, 16, -6, -3, 3, 1, -2, 0.43

# Later entries:
SMILES,Furin inhibitor,PERK inhibitor,Rad51 HR inh,m-calpain inh,thrombin 1536,FXIIa inh,KLK5 inh,FXIa inh,KCC2 mod
C=CCSc1nc2ccccc2c(=O)[nH]1,-19,3.0*,-5,-2,0,14,-8,8,0.87
O=C(CN(C(=O)CCC(=O)Nc1nccs1)c1cccc(F)c1)NCC1CCCO1 (stereo unspecified),-13,0.8,/,-32,-2,0,-2,0,/
S=C1Cc2ccccc2N1,-3,-0.3,3,55*,0,8,-1,0,0.71
CCOC(=O)c1[nH]c(C)c(/C(O)=C2\C(=O)C(=O)N(CCN3CCOCC3)C2c2ccco2)c1C (stereo unspecified),-16,1.1,8,10,1,/,2,3,0.59
Cc1ccc(S(=O)(=O)N(C)CCCC(=O)Nc2ccc(F)cc2)cc1,-25,-0.2,-11,5,-7,9,-2,-2,0.27
COc1ccc(NC(=O)c2ccco2)cc1NC(=O)c1ccc(Br)o1,-9[20 µM],-0.8,7,13,3,-4,-20,-7,0.22
CN(C(=O)COc1ncnc2sccc12)c1ccccc1,-10,-0.1,-21,-16,4,2,-9,-3,-0.012
O=C(Nc1cccc(Cl)c1)NC1CC2CCC(C1)N2Cc1ccco1 (stereo unspecified),-17,-0.5,-1,-14,3,8,5,0,0.72
CCc1ccc(CN(C)C(=O)CCc2nnc(Cc3cccc(C)c3)o2)nc1,-18,-0.5,-2,-19,-10,1,-3,-2,0.72
FC(F)(F)COc1ccc(-c2nnc(SCc3c(Cl)cccc3Cl)o2)cn1,-21,-0.4,16,-13,-2,7,-1,0,/
COc1ccc(C(=O)CSc2nnc(COc3ccc(C#N)cc3)n2-c2ccccc2)cc1,-14,0.4,8,-31,-7,-2,10,-3,1.2
OC(c1ccc(OCc2ccccc2)cc1)c1nnc(-c2ccccc2)o1 (stereo unspecified),-28[20 µM],0.9,/,-1,-14,-14,-33,-10,0.55
Cc1ccc(C(=O)Nc2cc(C(F)(F)F)ccc2N2CCCCC2)cc1[N+](=O)[O-],-12[20 µM],0.8,-1,6,4,5,-13,-9,/
COC1CCCCC1NS(=O)(=O)c1ccccc1 (stereo unspecified),16[20 µM],1.2,15,2,3,17,-5,6,-1.2
C/C(=N/OCC(=O)Nc1ccccc1)c1cccs1,-18[20 µM],0.1,9,-4,-9,8,-10,14,-0.11
Cc1ccc(NC(=O)CN(C)C(=O)CSc2n[nH]c(N)n2)cc1,4[20 µM],0.6,2,-1,2,-1,-10,-5,-0.84
COc1ccc(/C=C(\C#N)C(=O)OCC(=O)Nc2c(C)cccc2C(C)C)cc1,-26,0.1,/,-16,-2,6,-23,5,-0.078
COC(=O)NNC(=O)COc1ccc(Br)c(C)c1,-13[20 µM],0.7,5,-15,3,14,-5,2,-0.36
COc1ccc(CC2(CO)CCN(S(=O)(=O)N(C)C)CC2)cc1,-21,0.1,11,-11,-14,5,-2,0,1.1
CN(C)S(=O)(=O)c1ccc(NS(=O)(=O)/C=C/c2ccccc2)cc1,-15,1.9,0,-7,-2,6,1,-3,-0.51
COCCn1c(C)cc(C(=O)COC(=O)c2c(C)nn(Cc3ccccc3)c2C)c1C,-15,-1.2,-2,21,1,5,5,3,/
Cc1ccc(C(=O)NCc2ccccn2)o1,-17,0.9,-10,-16,-1,12,-7,2,1.1
CCOc1cccc(CNCc2cccnc2)c1OCc1ccccc1,-32,-0.2,2,-17,-9,2,-5,-5,-0.16
Nc1nc(SCc2c(Cl)cccc2Cl)n[nH]1,-19[20 µM],-0.7,3,-3,-6,11,-17,1,/
CCc1ccc(OCC(=O)N/N=C/c2cc([N+](=O)[O-])ccc2N2CCOCC2)cc1,-22,0.0,/,-6,4,11,-1,5,-0.63
CCN(CC)S(=O)(=O)c1ccc(NC(=O)COC(=O)CN2C(=O)c3ccccc3C2=O)cc1,-16[20 µM],0.1,7,5,9,31,1,18,-0.34
O=C(COC(=O)/C=C/c1cccc(F)c1)Nc1ccc(Cl)cn1,-18,0.0,6,-24,-8,4,-8,-7,0.71
CCCN1CCN(C(=O)Cn2cnc3ccc(S(=O)(=O)N4CCC(C)CC4)cc3c2=O)CC1,-10,-0.6,-11,-11,-17,3,-12,-5,0.52
Cc1c(-c2nnnn2-c2ccc(F)cc2)cnc2cc3c(cc12)OCO3,-20[20 µM],0.4,-11,-17,-12,3,-22,-9,-0.27
CC(=O)c1c(C)[nH]c(C(=O)CSc2nnc(-c3ccccc3)o2)c1C,-31[20 µM],0.4,-5,-5,2,10,2,3,/
Cc1ccc(Oc2cc(NC(=O)CCCn3nc([N+](=O)[O-])c(Cl)c3C)cc([N+](=O)[O-])c2)cc1,-9,0.4,22,21,1,8,-3,3,0.53
Cc1ccccc1S(=O)(=O)c1c(C)cc(C)n(C)c1=O,-29,1.2,-1,-11,-7,1,-5,0,1
O=C(NC1CCS(=O)(=O)C1)/C(=C/c1ccco1)NC(=O)c1ccccc1 (stereo unspecified),-24,1.2,6,-8,-2,3,8,-1,/
NCCCC[C@H]1CNC(=S)N1CCc1cc(C(F)(F)F)cc(C(F)(F)F)c1,-21,0.2,-8,14,0,12,3,2,0.46
O=[N+]([O-])c1cccnc1NCCNc1ncc(C(F)(F)F)cc1Cl,-20[20 µM],1.4,0,-8,3,16,1,8,/
CCOP(=O)(OCC)C(NC(=O)Nc1ccc(Cl)c(Cl)c1)C(N)=O (stereo unspecified),-16,-0.7,/,7,-11,2,-31,6,-1.7
O=C(NC1CCCc2ccccc21)c1ccc(CNc2c(N3CCOCC3)c(=O)c2=O)cc1 (stereo unspecified),-14,-0.3,-17,32,-5,11,-6,6,1.1
CCc1nnc(NC(=O)c2cc(OC)c(OC)cc2[N+](=O)[O-])s1,-23,1.4,/,-11,-8,1,6,-3,0.34
CN(C)c1ccc(/C=N/n2ncc3ccccc32)cc1,-12,0.1,-1,-90,-1,8,-1,1,-1.2
CCOC(=O)c1[nH]c2ccccc2c1NC(=O)CC,-20,0.2,/,-8,-7,2,-3,-10,/
C/C(=N\N1C(=O)c2ccccc2NC1c1ccccc1)c1ccccc1O (stereo unspecified),-22,0.2,-4,-24,-5,11,-1,5,-1.1
Cc1ccc(C(C)(C)C)c(OCCCCN2CCCC2)c1,-10,-1.0,-8,-11,-10,-1,-7,-7,0.082
Cc1ccc(CSCCC(=O)NCCC2=CCCCC2)cc1,-26,0.7,-10,7,-6,7,-4,-9,-0.93
Cc1cc(C(=O)COc2cccc(-n3cnnn3)c2)c(C)n1-c1ccccc1,-17,0.0,3,7,-3,26,16,-9,/
CCOC(=O)c1c(C)nc2c3ccccc3ccn12,2[20 µM],-0.7,-1,1,-2,30,-19,15,0.34

# 5 entries already listed, arranged by their value in KLK5 inh, falling.
mol,KLK5 inh
Cc1cc(C(=O)COc2cccc(-n3cnnn3)c2)c(C)n1-c1ccccc1,16
CCc1nnc(NC(=O)c2cc(OC)c(OC)cc2[N+](=O)[O-])s1,6
C/C(=N\N1C(=O)c2ccccc2NC1c1ccccc1)c1ccccc1O (stereo unspecified),-1
CCOC(=O)c1[nH]c2ccccc2c1NC(=O)CC,-3
Cc1ccc(CSCCC(=O)NCCC2=CCCCC2)cc1,-4

# Other results.
SMILES,Furin inhibitor,PERK inhibitor,Rad51 HR inh,m-calpain inh,thrombin 1536,FXIIa inh,KLK5 inh,FXIa inh,KCC2 mod
CCOC(=O)C1C(c2ccc(O)c(O)c2)NC(=S)NC1(O)C(F)(F)F (stereo unspecified),-2,0.6,-1,-9,0,18,-23,6,-0.4
Cc1c(C)n(CC(O)CN2C(=O)c3ccccc3S2(=O)=O)c2ccccc12 (stereo unspecified),-21[20 µM],-1.8,0,-8,1,5,-14,0,/
Cc1nn(CC#N)c(=O)n1N(C)c1ncc(C(F)(F)F)cc1Cl,-25,0.4,12,-32,2,5,-8,-4,0.89
Clc1ccccc1-c1nnc(-c2cccs2)o1,-40,0.6,6,-46,1,10,2,-2,-1.5
Nc1nc(C2C(=O)CCCC2=O)cs1,-17[20 µM],0.7,-5,2,1,14,-20,7,0.65
CCN(CC)S(=O)(=O)c1ccc(NC2=NS(=O)(=O)c3ccccc32)cc1,-21[20 µM],0.5,-3,-51,2,11,-22,6,0.22
COC(=O)CCCC1=CC2=CC(=O)C(C)(OC(=O)c3cccs3)C(=O)C2=CN1CCN1CCOCC1 (stereo unspecified),-15,/,5,-18,-2,10,4,5,-0.98
CCN(C(=O)c1cc2cc(OC)ccc2oc1=O)c1cccc(C)c1,-11[20 µM],-1.4,/,-54,0,11,14,1,-0.34
Cn1c(=O)[nH]c(=O)c2c1nc(N1CCCCCC1)n2CCN1CCCCCC1,-11[20 µM],-1.3,-9,-5,-7,8,10,2,-0.57
O=C(Nc1ccccc1C(=O)NC1CCCCC1)c1ccco1,-17[20 µM],-0.4,4,-21,3,15,-9,5,-0.27
CCOC(=O)N1CCN(c2c(N3CCN(c4cccc(C)c4C)CC3)c(=O)c2=O)CC1,-15,0.8,3,-9,-1,10,0,3,-0.37
